K1F lysis inhibition – inhibition of K1F phage lysis, E. coli UTI89, bacterial capsule biogenesis inhibitors, alamar blue (AID 488966). inhibition, % at 100 µM; hits with a dose series show IC50 in µM. E. coli UTI89 K1F phage lysis, alamar blue, 2 h; higher % means a stronger effect. 340,000 compounds, 0.02% hits;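 active = phage lysis inhibition, versus mean bacterial control, above a set limit; inconclusive = no clear call, values can overlap the other calls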;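 note: capsule biogenesis inhibitors block K1F phage lysis so surviving cells raise fluorescence; higher fluorescence means more inhibition of phage lysis; actives were called in the ten point dose series up to 300 µM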
GPR35 antagonists – GPR35 antagonists blocking zaprinast-driven arrestin recruitment, primary screen, imaging, U2OS, beta-arrestin-GFP, zaprinast agonist (AID 2058); 290,000 compounds, 0.052% hits; one-dose inhibition, % at 10 µM; IC50 in µM for titrated hits; G-protein coupled receptor 35 (Homo sapiens); U2OS GPR35 beta-arrestin-GFP translocation imaging, zaprinast antagonism; higher % means a stronger effect;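 active = inhibition of at least 50% with at least 30 cells and total cytoplasm GFP at most 10,000,000; inconclusive = under 30 cells or total GFP of 10,000,000 plus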
LYP phosphatase – inhibitors of LYP phosphatase, biochemical, fluorescence intensity, uHTS (AID 1779). recombinant LYP phosphatase, fluorescence intensity; higher % means a stronger effect. inhibition, % at 11.5 µM, or IC50 in µM where a hit was titrated. 290,000 compounds, 0.054% hits; in the data active = inhibition above about 50%;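 note: plate controls were vehicle with enzyme for no effect and no enzyme for full effect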
RSV antiviral HEp-2 – RSV antiviral activity via CPE protection, HEp-2 cells, primary 10 µM value included (AID 2391); HEp-2 cells, RSV-induced CPE inhibition; higher % means a stronger effect; CPE inhibition, % at 10 µM; hits with a dose series show IC50 in µM; 310,000 compounds, 0.13% hits; in the data active = a potency from the dose series; inconclusive = CPE inhibition mostly from about 23% at the one dose, without a potency; inactive = the rest, 99 in 100 with CPE inhibition below about 21%; note: strong numbers were not always called active
NTR1 agonist – agonists of NTR1, primary screen, imaging, U2OS cells, beta-arrestin-GFP, high content (AID 493036); NTR1-U2OS beta-arrestin-GFP spot imaging, agonist mode; 330,000 compounds, 0.17% hits; activation, % at 20 µM;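 active = activation at or above 40% of the spot to cytoplasm intensity ratio, with at least 20 cells analyzed; inconclusive = wells under 20 cells, flagged as cytotoxic or low count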;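 note: 0% = DMSO without peptide and 100% = 100 nM NTR1 peptide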
Target sequence (P30989 whole entry, looked up): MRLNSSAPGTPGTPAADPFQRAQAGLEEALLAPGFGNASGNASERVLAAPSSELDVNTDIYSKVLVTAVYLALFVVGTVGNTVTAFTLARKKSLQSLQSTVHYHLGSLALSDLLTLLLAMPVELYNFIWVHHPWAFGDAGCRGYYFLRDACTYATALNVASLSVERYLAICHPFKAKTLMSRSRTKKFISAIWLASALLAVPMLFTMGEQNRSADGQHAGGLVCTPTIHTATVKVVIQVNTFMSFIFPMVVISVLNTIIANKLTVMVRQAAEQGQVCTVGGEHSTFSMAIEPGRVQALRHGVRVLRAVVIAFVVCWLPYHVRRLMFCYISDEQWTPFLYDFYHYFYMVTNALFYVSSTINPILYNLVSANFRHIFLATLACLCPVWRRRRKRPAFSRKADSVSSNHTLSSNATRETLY
WT yeast gro inh – growth inhibition of WT strain, primary screen, mitochondrial fusion inhibitor project, WT and mutant strains, chemical genetic. inhibition, % at 10 µM. 190,000 compounds, 2.1% hits. mitochondrial fusion phenotypic screen; in the data active = inhibition above about 58%; tested in S. cerevisiae
AID2073 – inhibitors of Mint1-CaV2.2 protein interaction, biochemical, HTRF (AID 2073). 290,000 compounds, 0.19% hits. one-dose inhibition, % at 20 µM; IC50 in µM for titrated hits. Voltage-dependent N-type calcium channel subunit alpha-1B (Homo sapiens). HTRF protein-protein interaction, Mint1-CaV2.2; higher % means a stronger effect; in the data active = inhibition mostly above about 51%, no sharp cut-off; inconclusive = no clear call, values can overlap the other calls; inactive = mostly below about 53%; note: some results filed as inactive read as strong as hits
Autophagy mod – autophagy modulators in MEF cells, primary screen, imaging, high-content, MEF GFP-LC3. MEF GFP-LC3 puncta imaging; test concentration mostly 10 µM. calls only at 10 µM (by protocol). 190,000 compounds, 0.98% hits;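 active = percentage of spot-positive cells more than 3 SD above its plate mean, without a fluorescence outlier flag or 80% toxicity; inconclusive = no clear call, values can overlap the other calls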;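 note: spot-positive cell cutoff set from DMSO-treated cells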
Dengue-2 NS5 capping – Dengue-2 NS5 methyltransferase inhibitors, primary screen, biochemical, confirmation dose response (AID 588689). Dengue-2 NS5 methyltransferase capping enzyme assay, biochemical; higher % means a stronger effect. 340,000 compounds, 0.3% hits. inhibition, % at 25 µM, or IC50 in µM where a hit was titrated; in the data active = a potency from the dose series; inconclusive = inhibition above about 29% without an active follow-up result
WT yeast gro inh mutant strain – second read-out of WT yeast gro inh, no call of its own (marks repeat the call); inhibition, %; mitochondrial fusion phenotypic screen, mutant strain inhibition
Autophagy mod cell loss 18 h – further read-out of Autophagy mod, marked with its call; toxicity, %; measured here: cell loss, nuclei count;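 cell loss after 18 h compound exposure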
NTR1 agonist cell count 20 µM – further read-out of NTR1 agonist, marked with its call; cell count; measured here: cell count, cytotoxicity flag
Dengue-2 NS5 capping pilot replicate – also measured in Dengue-2 NS5 capping; calls as there; inhibition, %; measured here: pilot screen replicate inhibition
An asterisk follows results filed as active; i = inactive; ? = inconclusive; · = not tested or not shown; [ ] = another dose, or the depositor's remark.

SMILES | K1F lysis inhibition | GPR35 antagonists | LYP phosphatase | RSV antiviral HEp-2 | NTR1 agonist | NTR1 agonist cell count 20 µM | WT yeast gro inh | WT yeast gro inh mutant strain | AID2073 | Autophagy mod | Autophagy mod cell loss 18 h | Dengue-2 NS5 capping | others
O=C1C=C(O)c2cccc3cccc1c23 | 0.6% | 10% | -5% | 0.4% | -0.2 | 51 | · | · | ? | · | · | ?
CCn1c(=O)cc(N2CCC3(CC2)OCCO3)[nH]c1=O | 0.0% | -2% | -3% | 0.9% | -0.2 | 99 | 8 | 5 | 8% | i | -5 | -1%
COC(=O)c1ccccc1NS(=O)(=O)c1ccc(O)c(C(=O)O)c1 | 0.2%[50 µM] | 19% | -5% | 0.4% | 1.0 | 54 | 8 | 7 | 9% | i | -10 | 1%
O=C(Cc1ccc(Cl)cc1)NCCCNC(=O)c1cccnc1 | 0.5% | 0% | -7% | 1.7% | 2.4 | 51 | · | · | 12% | · | · | -1%
CC1(C)CC(=O)C2=C(C1)NCN(CCCN1CCOCC1)C2 | 0.2% | 10% | -9% | 1.6% | 0.9 | 76 | · | · | -2% | · | · | 0%
O=C(COC(=O)Cn1c(C(F)(F)F)nc2ccccc21)Nc1ccc2c(c1)OCCO2 | -0.6% | 13% | -4% | 1.4% | 2.0 | 49 | -7 | -16 | 10% | i | 3 | -2%
Brc1cccc(-c2nc3cccnc3nc2-c2cccc(Br)c2)c1 | 1.1% | -14% | -8% | 11% | 19 | 63 | · | · | 17% | · | · | -3%
COc1ccccc1NC(=O)C1=C(C)NC(=O)NC1c1cccs1 (centres undefined) | · | 4% | -3% | 1.6% | 0.3 | 43 | -4 | 21 | 0% | i | -5 | ·
O=C(c1cccc(C(F)(F)F)c1)N1CCC(=O)N(C(CO)Cc2ccccc2)CC1 (centres undefined) | 0.6% | · | · | 1.2% | 1.0 | 98 | · | · | · | · | · | -4%
C=CCOc1ccc(/C=C/C(=O)OCC(=O)N2CCC(c3ccccc3)=N2)cc1 | 0.4%[50 µM] | · | · | 2.4% | 11 | 56 | · | · | · | · | · | 0%
COC(=O)C1=C(C)N(Cc2ccccc2)C(=S)N[C@H]1c1ccccc1 | 0.1% | 4% | -2% | 14% | -1.6 | 98 | · | · | 8% | · | · | -7%
O=Cc1cn(-c2ccccc2)nc1-c1ccc2c(c1)OCCO2 | -0.5% | -5% | -4% | 6.7% | 1.7 | 41 | 9 | -1 | -6% | i | -4 | -3%

Ordered by length of the SMILES (lowest first): some entries from above
SMILES | K1F lysis inhibition | GPR35 antagonists | LYP phosphatase | RSV antiviral HEp-2 | NTR1 agonist | NTR1 agonist cell count 20 µM | WT yeast gro inh | WT yeast gro inh mutant strain | AID2073 | Autophagy mod | Autophagy mod cell loss 18 h | Dengue-2 NS5 capping | others
COc1ccccc1NC(=O)C1=C(C)NC(=O)NC1c1cccs1 (centres undefined) | · | 4% | -3% | 1.6% | 0.3 | 43 | -4 | 21 | 0% | i | -5 | ·
COC(=O)c1ccccc1NS(=O)(=O)c1ccc(O)c(C(=O)O)c1 | 0.2%[50 µM] | 19% | -5% | 0.4% | 1.0 | 54 | 8 | 7 | 9% | i | -10 | 1%
COC(=O)C1=C(C)N(Cc2ccccc2)C(=S)N[C@H]1c1ccccc1 | 0.1% | 4% | -2% | 14% | -1.6 | 98 | · | · | 8% | · | · | -7%
O=C(c1cccc(C(F)(F)F)c1)N1CCC(=O)N(C(CO)Cc2ccccc2)CC1 (centres undefined) | 0.6% | · | · | 1.2% | 1.0 | 98 | · | · | · | · | · | -4%

Other results follow:
SMILES | K1F lysis inhibition | GPR35 antagonists | LYP phosphatase | RSV antiviral HEp-2 | NTR1 agonist | NTR1 agonist cell count 20 µM | WT yeast gro inh | WT yeast gro inh mutant strain | AID2073 | Autophagy mod | Autophagy mod cell loss 18 h | Dengue-2 NS5 capping | others
Cc1c(CCC(=O)NCCCCCC(=O)O)c(=O)oc2cc3occ(-c4ccccc4)c3cc12 | -0.4%[50 µM] | -10% | -4% | 2.2% | 0.0 | 80 | · | · | 23% | · | · | -3%
CCO[C@@H]1OC(C(=O)N2CCN(C)CC2)=C[C@H](C(C)(C)C)[C@H]1CCCO | · | -4% | 0% | 1.4% | -3.7 | 96 | 4 | 3 | 0% | i | 2 | ·
O=C(NC(Cc1c[nH]c2ccccc12)C(=O)N1CCOCC1)c1cccs1 (centres undefined) | -2.1% | 0% | -8% | 0.0% | 0.7 | 27 | -3 | -7 | -4% | i | 7 | 2%
CC1Nc2nc(NC(=O)C(C)(C)C)[nH]c(=O)c2N(C)C1C (centres undefined) | 0.9%[50 µM] | -4% | -4% | 0.6% | 0.8 | 61 | -5 | 17 | 5% | i | -4 | -7%
CCCN1Cc2cccc(C(=O)NC3CCCC3)c2C1=O | 0.3% | 1% | -1% | 0.2% | 0.4 | 60 | 55 | 49 | -1% | i | 1 | 1%
CCCCCCn1nc(C(=O)OCC(=O)NC2CCS(=O)(=O)C2)c2ccccc2c1=O (centres undefined) | 0.0% | -15% | 6% | 0.0% | 0.2 | 67 | -7 | 13 | -4% | i | -2 | -7%
COC(=O)N1C(=O)[C@@](c2ccccc2)(C2CCCC2)N1C(=O)OC | 0.5% | 4% | 2% | 2.3% | 25 | 64 | · | · | -8% | · | · | -7%
O=C1CCN(C(=S)NCc2ccccc2)CC1 | 0.1% | 5% | 0% | 0.3% | -1.3 | 53 | -4 | -1 | -7% | i | -10 | -5%
O=C(OCCN1C(=O)c2ccccc2C1=O)c1cnccn1 | 0.3% | 7% | -1% | 2.5% | -1.3 | 102 | 5 | 14 | -6% | i | -4 | -6%
Cc1cccc(/C=N/NC(=O)c2cc(-c3cccnc3)nc3c2c(C)nn3-c2ccccc2)c1 | 0.2% | -1% | 1% | 9.4% | 1.0 | 65 | 17 | -2 | 46% | i | -16 | -1%
Cc1ccccc1S(=O)(=O)N(CC(O)CN1CCCCC1)c1ccccc1 (centres undefined) | 0.2% | -2% | -10% | -0.1% | -1.1 | 48 | · | · | 8% | · | · | -8%
CCCCOc1ccc(/C=C/C(=O)NCCc2nc3ccccc3[nH]2)cc1 | 3.5% | 22% | 5% | -1.1% | 4.2 | 49 | · | · | 3% | i | 8 | -2%
COC(=O)n1c(=S)oc2cc(Cl)ccc21 | · | 3% | -3% | -0.2% | -0.4 | 78 | 15 | 9 | 13% | i | -5 | ·
Cc1ccccc1NC(=O)C1CCCN1S(=O)(=O)c1cccc2cccnc12 (centres undefined) | -14% | 1% | -2% | 19µM* | 0.0 | 65 | 10 | 6 | 2% | i | 2 | -4%
CCC(C)n1c(SCc2ccc([N+](=O)[O-])cc2)nc2ccsc2c1=O (centres undefined) | 0.5%[50 µM] | 8% | -4% | 11% | 2.5 | 66 | 5 | -6 | 3% | i | 11 | 1%
COc1ccccc1OCCN(C#N)c1nc(N(C)C)nc(N(C)C)n1 | 0.0% | -5% | -7% | 3.1% | 5.2 | 41 | 14 | -19 | 10% | i | -1 | -1%
CCOC(=O)C1=C(C)NC(C)=C(C(=O)OCC)C1C(=O)OCC(=O)N(C)C | 0.2% | -1% | -3% | 0.5% | -1.1 | 62 | · | · | 22% | · | · | -14%
Cc1cc(C)c2cc(C#N)c(N3CCCN(C(=O)c4cnccn4)CC3)nc2c1 | -0.2% | 1% | -3% | 0.9% | 1.8 | 66 | · | · | 16% | · | · | 12%
CCCNC(=O)CNC(=S)N(Cc1ccccc1F)C1CCCCC1 | -0.2% | -19% | -3% | -1.4% | -0.9 | 54 | -1 | 3 | -24% | i | 16 | 2%
O=C(Nc1ccc(O)cc1)C1CC=CCC1 (centres undefined) | 0.3% | 4% | -10% | 7.5% | 3.8 | 107 | · | · | -3% | i | 18 | 9% | Dengue-2 NS5 capping pilot replicate=-3.8
COc1cccc(OCCCN2CCCCCC2)c1 | 0.2% | 20% | -11% | -2.5% | 1.4 | 85 | -8 | 16 | 30% | i | -4 | -6%
C=CCOC(=O)C1=C(C)NC(=O)NC1c1cc(Cl)cc(Cl)c1OC (centres undefined) | -0.2% | -15% | -1% | 3.4% | 5.1 | 49 | · | · | -7% | · | · | 1% | Dengue-2 NS5 capping pilot replicate=0.0
Cc1ccccc1Cn1c(=O)n(CCC(=O)NCc2ccc3c(c2)OCO3)c(=O)c2ccccc21 | -0.1% | 9% | -12% | 1.3% | 6.5 | 83 | -12 | -5 | 10% | i | -1 | -9%
CCCc1ccc(NS(=O)(=O)c2c(C)oc(C)c2C(=O)OC)cc1 | 1.5% | -3% | -4% | 5.7% | 1.8 | 55 | · | · | 6% | · | · | -5%
CC(=O)c1cccc(NC(=O)COC(=O)c2ccc3c(c2)OCCO3)c1 | 0.4% | -2% | 3% | 1.8% | 0.1 | 57 | -1 | -4 | 11% | i | 32 | 1%
CCCc1ccc(-c2cc(C(=O)N/N=C/c3ccc([N+](=O)[O-])o3)c3ccccc3n2)cc1 | -0.5% | -6% | 12% | 1.5% | 3.7 | 58 | 63* | 60* | 28% | i | 34 | -1%
O=C(Cc1cccs1)NCCSc1c(-c2ccc(Cl)cc2)[nH]c2ccccc12 | -0.4% | -11% | -4% | 3.8% | 9.7 | 46 | 42 | 0 | -1% | i | 1 | -1%
O=C(CN1C(=O)C2CCCCC2C1=O)OCn1nnc2ccccc2c1=O (centres undefined) | 0.2% | 6% | -12% | 1.2% | -1.1 | 81 | 9 | 6 | -4% | i | 17 | -1%
CCc1ccccc1Nc1nc(N)nc(COC(=O)CCC(=O)c2ccc(F)cc2)n1 | 0.4%[50 µM] | · | · | 1.6% | -1.4 | 54 | · | · | · | · | · | -7%
O=C(NCCCCc1ccccc1)C12CN(Cc3ccccc3)CC1C(c1ccc([N+](=O)[O-])cc1)=NO2 (centres undefined) | 1.5% | -17% | 11% | 4.9% | 3.4 | 49 | 18 | 11 | -1% | i | 16 | -2%
COc1cccc(/C=N/NC(=O)CO/N=C(\C)c2cccs2)c1OC | 1.8% | 4% | -4% | 1.4% | 0.1 | 46 | 18 | 2 | 3% | i | -2 | 0%
O=C(Nc1nnc(-c2cccc(F)c2)s1)Nc1ccccc1F | 0.1% | 7% | -6% | 0.8% | -1.2 | 78 | 4 | -15 | 12% | i | -9 | -2%
Fc1ccc(/C=N/c2c(-c3ccc(F)cc3)nc3n2CCS3)cc1 | 4.5% | 10% | -7% | 0.3% | 5.8 | 49 | 11 | 7 | -5% | i | 13 | -3%
O=C(CCS(=O)(=O)c1ccccc1)Nc1ccccc1F | -0.1% | -11% | -6% | 1.5% | -0.8 | 88 | 0 | 5 | -4% | i | 2 | -11%
Cc1nc2sccc2c(=O)n1-c1cccc(Cl)c1 | 0.4% | 12% | -5% | 3.6% | -0.2 | 85 | -20 | -13 | 0% | i | 6 | -1%
